ZTA counter: blocks Epstein-Barr virus ZTA, an EBNA-1 counter-screen; P03206; ZTA-DNA binding, fluorescence polarization; inhibition, % at 11 µM; hit rate 0.15% among 320,000; in the data active = inhibition above about 33%
EBNA-1 inhibitor: EBNA-1 DNA-binding inhibitors, primary screen, biochemical, fluorescence polarization | inhibition, % at 14.8 µM | hit rate 0.34% among 300,000 | AID 1950, 2009; in the data active = inhibition above about 28%
LYPLA1 inh: LYPLA1 inhibitors, primary screen, counter-screen for PME1 inhibitor project, biochemical, fluorescence polarization, FP-Rh probe ABPP. AID 2174, 2009. recombinant LYPLA1. Acyl-protein thioesterase 1 (Homo sapiens), O75608. inhibition, % at 5.9 µM. hit rate 0.16% among 320,000;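 active = inhibition above the mean of all tested compounds plus 3 SD, set per campaign, cut at about 14% in these data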;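 also: inhibitors block serine hydrolase probe labeling of LYPLA1 so polarization falls; 0% = enzyme with DMSO and 100% = wells lacking LYPLA1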
Target sequence (O75608 whole entry, looked up): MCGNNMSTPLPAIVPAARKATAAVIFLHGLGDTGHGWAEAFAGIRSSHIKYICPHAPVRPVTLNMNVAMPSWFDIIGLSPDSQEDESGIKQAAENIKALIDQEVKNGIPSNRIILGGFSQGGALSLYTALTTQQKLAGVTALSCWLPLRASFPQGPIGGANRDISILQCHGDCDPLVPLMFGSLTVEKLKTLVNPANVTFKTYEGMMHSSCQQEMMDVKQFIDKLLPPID
PAFAH1B2 inh: PAFAH1B2 enzyme inhibitors, primary screen, biochemical, fluorescence polarization, human; recombinant PAFAH1B2, FP-rhodamine activity probe; Platelet-activating factor acetylhydrolase IB subunit alpha2 (Homo sapiens), P68402; hit rate 1.2% among 340,000; inhibition, % at 3.39 µM;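 active = inhibition above the mean of all tested compounds plus 3 SD, cut at about 24% in these data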;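 also: 0% = enzyme with DMSO and 100% = wells lacking PAFAH1B2; many of its hits are not listed in these tables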
Target sequence (P68402 whole entry, looked up): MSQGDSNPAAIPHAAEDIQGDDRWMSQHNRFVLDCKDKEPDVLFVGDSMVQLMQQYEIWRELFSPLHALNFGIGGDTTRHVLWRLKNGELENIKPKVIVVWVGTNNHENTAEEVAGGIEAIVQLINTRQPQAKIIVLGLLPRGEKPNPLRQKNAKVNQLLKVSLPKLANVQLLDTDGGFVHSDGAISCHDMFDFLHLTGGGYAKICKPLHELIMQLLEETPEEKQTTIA
LYPLA2 counter: LYPLA2 inhibitors, primary screen, counter-screen for PME1 inhibitor project, biochemical, fluorescence polarization, FP-Rh probe ABPP; Acyl-protein thioesterase 2 (Homo sapiens), O95372; hit rate 0.38% among 320,000; recombinant LYPLA2; inhibition, % at 5.9 µM;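 active = inhibition above the screen-wide mean plus 3 SD, limit set per campaign, cut at about 26% in these data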;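 also: 0% = LYPLA2 with DMSO and 100% = wells lacking LYPLA2 enzyme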
Target sequence (O95372 whole entry, looked up): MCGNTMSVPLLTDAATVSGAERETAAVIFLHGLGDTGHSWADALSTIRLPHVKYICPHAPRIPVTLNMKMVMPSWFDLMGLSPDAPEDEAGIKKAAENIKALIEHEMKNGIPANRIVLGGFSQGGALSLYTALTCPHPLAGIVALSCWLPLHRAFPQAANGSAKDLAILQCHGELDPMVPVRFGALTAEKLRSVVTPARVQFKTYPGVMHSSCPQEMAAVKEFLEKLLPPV
PAFAH2 FP inh: PAFAH2 enzyme inhibitors, primary screen, biochemical, fluorescence polarization, human | inhibition, % at 3.39 µM | hit rate 0.99% among 340,000 | Platelet-activating factor acetylhydrolase 2, cytoplasmic (Homo sapiens), Q99487 | recombinant PAFAH2, FP-rhodamine activity probe;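 active = inhibition above the mean over all tested compounds plus 3 SD, cut at about 30% in these data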;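 also: inhibitors block probe labeling of enzyme so polarization drops; 0% = enzyme with DMSO and 100% = wells lacking PAFAH2 protein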
PREPL inhibitor: PREPL enzyme inhibitors, primary screen, biochemical, fluorescence polarization. Prolyl endopeptidase-like (Homo sapiens), Q4J6C6. recombinant PREPL, fluorescence polarization activity-based probe. inhibition, % at 5.96 µM. hit rate 0.68% among 320,000; in the data active = inhibition above about 43%;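 also: 0% = enzyme with DMSO and 100% = wells lacking enzyme; many of its hits are not listed in these tables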
pPAFAH FP inh: pPAFAH enzyme inhibitors, primary screen, biochemical, fluorescence polarization, human; Platelet-activating factor acetylhydrolase (Homo sapiens), Q13093; recombinant pPAFAH, FP-rhodamine probe fluorescence polarization; inhibition, % at 3.39 µM; hit rate 1.5% among 330,000;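 active = inhibition above the mean inhibition across the screen plus 3 SD, cut at about 25% in these data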;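 also: inhibitors block binding of the rhodamine activity-based probe so polarization drops; 0% = enzyme with DMSO and 100% = wells lacking pPAFAH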
PAFAH1B3 inh: PAFAH1B3 enzyme inhibitors, primary screen, biochemical, fluorescence polarization, human | inhibition, % at 3.39 µM | hit rate 0.28% among 340,000 | Platelet-activating factor acetylhydrolase IB subunit alpha1 (Homo sapiens), Q15102 | recombinant PAFAH1B3, FP-rhodamine probe;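 active = inhibition above the screen-wide average of all tested compounds plus 3 SD, cut at about 25% in these data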;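 also: 0% = enzyme with DMSO only and 100% = wells lacking PAFAH1B3 protein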
Target sequence (Q15102 whole entry, looked up): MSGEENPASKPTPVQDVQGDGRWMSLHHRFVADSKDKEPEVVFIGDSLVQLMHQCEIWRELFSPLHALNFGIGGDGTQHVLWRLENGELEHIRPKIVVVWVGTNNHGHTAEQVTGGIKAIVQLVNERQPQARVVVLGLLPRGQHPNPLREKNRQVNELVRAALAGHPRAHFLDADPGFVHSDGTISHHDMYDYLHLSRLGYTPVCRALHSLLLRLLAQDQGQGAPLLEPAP
An asterisk follows results filed as active. Some of the compounds tested; rates above refer to the full screens.

Results for CCOC(=O)c1sc2nc(C)nc(NCc3ccc(F)cc3)c2c1C ?
ZTA counter: -4.0; EBNA-1 inhibitor: 13.1; LYPLA1 inh: -8.0; PAFAH1B2 inh: -2.2; LYPLA2 counter: 3.3; PAFAH2 FP inh: -23.6; PREPL inhibitor: -12.6; pPAFAH FP inh: 4.6; PAFAH1B3 inh: 5.8

Results for CCCn1c2ccccc2c2cnn(CC(=O)N3CCN(C4CCCCC4)CC3)c(=O)c21 ?
ZTA counter: 2.6; EBNA-1 inhibitor: 8.4; LYPLA1 inh: -2.7; PAFAH1B2 inh: -1.6; LYPLA2 counter: -5.2; PAFAH2 FP inh: 1.0; PREPL inhibitor: 15.4; pPAFAH FP inh: 5.0; PAFAH1B3 inh: 6.8

How did CCSc1ncc(Cl)c(C(=O)Nc2ccc(S(=O)(=O)Nc3onc(C)c3C)cc2)n1 do in these assays?
ZTA counter: -8.9; EBNA-1 inhibitor: -4.1; LYPLA1 inh: 1.1; PAFAH1B2 inh: -1.4; LYPLA2 counter: 11.9; PAFAH2 FP inh: -3.7; PREPL inhibitor: -4.2; pPAFAH FP inh: 8.7; PAFAH1B3 inh: 4.3

What do the screens show for `CCCOc1ccc(OCCNC2CCCC2)cc1`?
ZTA counter: -1.8; EBNA-1 inhibitor: 13.0; LYPLA1 inh: -0.7; PAFAH1B2 inh: 9.4; LYPLA2 counter: 5.5; PAFAH2 FP inh: 5.9; PREPL inhibitor: -5.2; pPAFAH FP inh: 5.3; PAFAH1B3 inh: 11.9

What do the screens show for `CCc1c(C)sc2nc3c(C(=O)N4CCOCC4)cc(C(=O)c4cc(F)ccc4O)cn3c(=O)c12`?
ZTA counter: -25.6; EBNA-1 inhibitor: -7.2; LYPLA1 inh: -9.7; PAFAH1B2 inh: -16.8; LYPLA2 counter: -7.8; PAFAH2 FP inh: -20.1; PREPL inhibitor: 8.9; pPAFAH FP inh: -1.2; PAFAH1B3 inh: -24.8

Results for Cc1csc(=Nc2c(C)n(C)n(-c3ccccc3)c2=O)n1-c1ccccc1 ?
ZTA counter: -23.8; EBNA-1 inhibitor: 0.8; LYPLA1 inh: 6.1; PAFAH1B2 inh: 0.4; LYPLA2 counter: 5.8; PAFAH2 FP inh: -4.4; PREPL inhibitor: 2.4; pPAFAH FP inh: 1.9; PAFAH1B3 inh: 5.1

What do the screens show for `CCN1C[C@@H]2[C@@H]3C(=O)N(Cc4ccccc4)C(=O)[C@@H]3[C@](CC)(C1=O)N2C(=O)c1ccc(C(F)(F)F)cc1`?
PAFAH1B2 inh: 7.0; PAFAH2 FP inh: 2.4; PREPL inhibitor: 5.1; pPAFAH FP inh: 1.1; PAFAH1B3 inh: 8.5

How did CC1=C(C(=O)OC(C)C)C(c2ccc3c(c2)OCO3)NC(=O)N1 (stereo unspecified) do in these assays?
ZTA counter: -20.9; EBNA-1 inhibitor: -7.3; LYPLA1 inh: -4.3; PAFAH1B2 inh: 3.5; LYPLA2 counter: -0.2; PAFAH2 FP inh: -24.9; PREPL inhibitor: -2.0; pPAFAH FP inh: -3.9; PAFAH1B3 inh: 8.0

How did CC(C)Cn1c(=O)c(C(=O)Nc2ccccc2S(N)(=O)=O)c(O)c2ccccc21 do in these assays?
ZTA counter: 5.2; EBNA-1 inhibitor: 7.7; LYPLA1 inh: -4.5; PAFAH1B2 inh: 0.8; LYPLA2 counter: -7.4; PAFAH2 FP inh: 4.9; PREPL inhibitor: 0.4; pPAFAH FP inh: 4.0; PAFAH1B3 inh: -2.6

How did CCOC(=O)N1CCN(C(=O)CNC(=O)c2nn(-c3ccc(OC)c(Cl)c3)c(=O)c3ccccc23)CC1 do in these assays?
ZTA counter: 7.0; EBNA-1 inhibitor: -0.6; LYPLA1 inh: 0.3; PAFAH1B2 inh: 3.9; LYPLA2 counter: 10.4; PAFAH2 FP inh: 0.0; PREPL inhibitor: 18.8; pPAFAH FP inh: 5.6; PAFAH1B3 inh: 12.1

How did O=C(NC1CCCc2c1cnn2-c1cc(F)cc(F)c1)c1cc[n+]([O-])cc1 (stereo unspecified) do in these assays?
ZTA counter: -4.2; EBNA-1 inhibitor: -0.1; LYPLA1 inh: 1.3; PAFAH1B2 inh: 2.3; LYPLA2 counter: -0.5; PAFAH2 FP inh: 5.2; PREPL inhibitor: 2.6; pPAFAH FP inh: -1.4; PAFAH1B3 inh: 0.9

How did COC(=O)c1ccc(NC(=S)NCc2ccco2)cc1 do in these assays?
ZTA counter: 11.4; EBNA-1 inhibitor: 4.1; LYPLA1 inh: 1.4; PAFAH1B2 inh: 2.9; LYPLA2 counter: -7.0; PAFAH2 FP inh: 8.8; PREPL inhibitor: -3.5; pPAFAH FP inh: -0.3; PAFAH1B3 inh: 6.9

How did COc1ccccc1NC(=O)CNC(=O)c1ccccc1C do in these assays?
ZTA counter: -10.9; EBNA-1 inhibitor: -1.0; LYPLA1 inh: 2.7; PAFAH1B2 inh: 5.5; LYPLA2 counter: 8.2; PAFAH2 FP inh: 11.3; PREPL inhibitor: 2.5; pPAFAH FP inh: 1.2; PAFAH1B3 inh: 3.9

What do the screens show for `COCCn1c(N)c(S(=O)(=O)c2cccs2)c2nc3ccccc3nc21`?
ZTA counter: -14.3; EBNA-1 inhibitor: -13.1; LYPLA1 inh: -6.5; PAFAH1B2 inh: 24.7*; LYPLA2 counter: -3.7; PAFAH2 FP inh: 10.7; PREPL inhibitor: 6.4; pPAFAH FP inh: -5.5; PAFAH1B3 inh: 47.7*

What do the screens show for `CSc1ccccc1NC(=O)c1ccc(N2CCCC2=O)cc1`?
ZTA counter: 3.2; LYPLA1 inh: -4.1; PAFAH1B2 inh: -1.0; LYPLA2 counter: -3.7; PAFAH2 FP inh: -8.0; PREPL inhibitor: -1.0; pPAFAH FP inh: -1.9; PAFAH1B3 inh: 8.7

How did O=C(CSCc1cc(=O)n2ccsc2n1)Nc1ccc(F)cc1 do in these assays?
ZTA counter: -12.1; EBNA-1 inhibitor: 4.6; LYPLA1 inh: 1.4; PAFAH1B2 inh: 1.6; LYPLA2 counter: 5.0; PAFAH2 FP inh: -3.9; PREPL inhibitor: -4.1; pPAFAH FP inh: 1.6; PAFAH1B3 inh: 7.3

How did COc1ccc(CNS(=O)(=O)c2cn(C)c(=O)n(C)c2=O)cc1 do in these assays?
ZTA counter: 1.8; EBNA-1 inhibitor: 1.4; LYPLA1 inh: 0.6; PAFAH1B2 inh: 8.2; LYPLA2 counter: 1.5; PAFAH2 FP inh: -1.4; PREPL inhibitor: 2.3; pPAFAH FP inh: -2.0; PAFAH1B3 inh: 9.7

Results for CCOC(=O)c1sc2nc(CC(=O)OC)nc(NCc3ccc(F)cc3)c2c1C ?
ZTA counter: -1.2; EBNA-1 inhibitor: 7.6; LYPLA1 inh: -5.7; PAFAH1B2 inh: -0.3; LYPLA2 counter: -10.8; PAFAH2 FP inh: -2.9; PREPL inhibitor: 3.6; pPAFAH FP inh: 1.9; PAFAH1B3 inh: -0.4

How did CC1CCCCC1NC(=O)CCS(=O)(=O)c1ccc(Cl)cc1 (stereo unspecified) do in these assays?
PAFAH1B2 inh: 2.5; PAFAH2 FP inh: -2.7; PREPL inhibitor: 9.1; pPAFAH FP inh: -1.9; PAFAH1B3 inh: 7.0

Results for Cc1ccc(NC(=O)C2(N(C(=O)Cn3nnnc3N)c3ccc(C)cc3)CCCCC2)cc1 ?
ZTA counter: -0.7; EBNA-1 inhibitor: -20.9; LYPLA1 inh: 2.1; PAFAH1B2 inh: 22.8; LYPLA2 counter: -0.2; PAFAH2 FP inh: 5.4; PREPL inhibitor: -5.2; pPAFAH FP inh: -5.6; PAFAH1B3 inh: -10.6

How did CCOc1ccc2nc(NCCNS(=O)(=O)c3ccccc3)c(C#N)cc2c1 do in these assays?
ZTA counter: -4.2; EBNA-1 inhibitor: 3.6; LYPLA1 inh: -0.6; PAFAH1B2 inh: 4.5; LYPLA2 counter: 8.0; PAFAH2 FP inh: 6.7; PREPL inhibitor: 9.1; pPAFAH FP inh: 6.6; PAFAH1B3 inh: -4.5

What do the screens show for `O=C(CSc1ccc(F)cc1)Nc1ccc(Br)cc1`?
ZTA counter: -11.7; EBNA-1 inhibitor: 2.3; LYPLA1 inh: -2.4; PAFAH1B2 inh: 7.8; LYPLA2 counter: -1.1; PAFAH2 FP inh: 3.3; PREPL inhibitor: -56.4; pPAFAH FP inh: -1.1; PAFAH1B3 inh: -2.2

How did CC(=O)c1sc(C(=O)O)c(-c2ccco2)c1-c1ccco1 do in these assays?
ZTA counter: 7.5; EBNA-1 inhibitor: -5.5; LYPLA1 inh: -1.8; PAFAH1B2 inh: 7.0; LYPLA2 counter: 0.4; PAFAH2 FP inh: 8.4; PREPL inhibitor: 10.8; pPAFAH FP inh: 23.2; PAFAH1B3 inh: 5.1

How did COC(=O)Cc1ccc(NC(=S)Nc2cccc(C)n2)cc1 do in these assays?
ZTA counter: 5.9; EBNA-1 inhibitor: -4.0; LYPLA1 inh: 2.3; PAFAH1B2 inh: 6.3; LYPLA2 counter: 3.6; PAFAH2 FP inh: 1.8; PREPL inhibitor: -0.1; pPAFAH FP inh: 3.9; PAFAH1B3 inh: 10.8

What do the screens show for `COc1cccc(-n2cnnn2)c1`?
ZTA counter: 5.1; EBNA-1 inhibitor: 4.8; LYPLA1 inh: -1.2; PAFAH1B2 inh: -2.7; LYPLA2 counter: 1.0; PAFAH2 FP inh: -13.9; PREPL inhibitor: -4.1; pPAFAH FP inh: 4.0; PAFAH1B3 inh: 5.2

What do the screens show for `CCOC(=O)Cn1c(=O)c(-c2ccccc2NC)nc2ccccc21`?
ZTA counter: -2.8; EBNA-1 inhibitor: 3.8; LYPLA1 inh: 0.0; PAFAH1B2 inh: 6.3; LYPLA2 counter: 1.6; PAFAH2 FP inh: 2.8; PREPL inhibitor: 6.0; pPAFAH FP inh: 1.3; PAFAH1B3 inh: 3.8

Results for COc1ccccc1CNCC(=O)Nc1ccc(N(C)C)cc1 ?
ZTA counter: -3.3; EBNA-1 inhibitor: -13.6; LYPLA1 inh: 3.1; PAFAH1B2 inh: 1.7; LYPLA2 counter: -3.4; PAFAH2 FP inh: -0.4; PREPL inhibitor: 5.2; pPAFAH FP inh: 2.0; PAFAH1B3 inh: 10.1

Results for CN(Cc1ccccc1)C(=O)COc1ccc2ccccc2c1 ?
ZTA counter: -10.9; EBNA-1 inhibitor: -0.2; LYPLA1 inh: -1.4; LYPLA2 counter: 6.1; PREPL inhibitor: -20.1; pPAFAH FP inh: 6.4

What do the screens show for `CCCCC1C2=C(CC(C)(C)CC2=O)OC2=C1C(=O)CC(C)(C)C2`?
ZTA counter: 3.7; EBNA-1 inhibitor: 0.3; LYPLA1 inh: -3.0; PAFAH1B2 inh: -4.2; LYPLA2 counter: -8.4; PAFAH2 FP inh: 1.2; PREPL inhibitor: 2.5; pPAFAH FP inh: 10.3; PAFAH1B3 inh: 5.1

Results for C/C(=N/Nc1ncc(C(F)(F)F)cc1Cl)c1ccncc1 ?
ZTA counter: 8.4; EBNA-1 inhibitor: -11.0; LYPLA1 inh: 4.0; LYPLA2 counter: -0.6; PREPL inhibitor: -4.1; pPAFAH FP inh: 2.8

Assay outcomes as filed in PubChem BioAssay.
